Screens as filed in PubChem.
CHO-K1 Ca ag – counter-screen for M1 agonists: effect in parental CHO-K1 cells. 360,000 compounds, 0.48% hits. activation, % at 3 µM. Fluo-8 calcium fluorescence; scaled to maximal ATP response, vehicle zero; in the data active = activation above about 15%;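 note: untransfected CHO-K1 host cells lacking M1 receptor as counterscreen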
OXTR potentiator – potentiators of human oxytocin receptor; activation, % at 3 µM; AID 2445; P30559; CHO-OTR cells, Fluo-8 calcium fluorescence, potentiator mode; 0% = oxytocin EC15, 100% = EC100; 320,000 compounds, 0.061% hits;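 active = activation above that plate's cutoff, the mean activation of tested compounds plus 3 SD, cut at about 6.6% in these data, passing the limit was not always enough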;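 note: 100% uses oxytocin at 75 nM as the full agonist control; some results filed as inactive read as strong as hits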
Target sequence (P30559 whole entry, looked up): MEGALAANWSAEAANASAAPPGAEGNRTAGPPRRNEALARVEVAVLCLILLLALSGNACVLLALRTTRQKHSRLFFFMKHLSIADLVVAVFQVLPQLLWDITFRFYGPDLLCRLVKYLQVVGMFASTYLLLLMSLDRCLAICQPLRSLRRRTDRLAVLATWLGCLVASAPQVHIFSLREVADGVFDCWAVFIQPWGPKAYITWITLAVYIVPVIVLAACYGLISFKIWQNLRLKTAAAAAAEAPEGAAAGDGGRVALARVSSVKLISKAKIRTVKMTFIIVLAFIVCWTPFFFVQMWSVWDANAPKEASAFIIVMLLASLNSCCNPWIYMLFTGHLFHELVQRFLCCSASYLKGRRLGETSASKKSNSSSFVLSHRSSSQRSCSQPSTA
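Assay system: CHO-OTR cells, human receptor / Also added: oxytocin at about EC15, sub-maximal agonist stimulus / Dosing: single dose, 3.0 µM nominal final compound concentration / Incubation: 6 min pre-incubation, 100 s read / Technique: Fluo-8 calcium dye fluorescence / Read-out: % activation vs EC15 and EC100 oxytocin / Benchmarks: EC15 oxytocin low, 75 nM oxytocin high / Replicates: singlicate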
M4 ag – CHRM4 agonism in calcium assay. activation, % at 3 µM. 360,000 compounds, 0.14% hits. AID 624127. CHO-K1 hM4/Gqi5, Fluo-8 calcium fluorescence; vehicle 0%, full acetylcholine response 100%. P08173;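 active = activation above the run mean over all test wells plus 3 SD, cut at about 32% in these data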;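 note: peak over basal fluorescence ratio per well then scaled between controls; 0% = DMSO wells and 100% = acetylcholine at EC100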
CHO parental Ca – counter-screen for OX1R antagonists: effect in parental CHO cells. parental CHO-K1, ATP-induced calcium, Fluo-8 fluorescence. inhibition, % at 5.6 µM. 330,000 compounds, 0.63% hits;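 active = inhibition above that plate's mean sample inhibition plus 3 SD, cut at about 26% in these data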;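 note: 0% = ATP-challenged DMSO wells and 100% = DMSO wells without ATP; some compounds past the cut are filed as inactive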
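Assay system: untransfected parental CHO cell line. Also added: ATP agonist challenge. Dosing: one dose, 5.6 µM nominal. Measured by: Fluo-8 fluorescence. Read-out: % inhibition. Benchmarks: ATP wells versus no-ATP DMSO wells. Repeats: no replicates.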
M4 antag – antagonists of human muscarinic M4 receptor (CHRM4); P08173; CHO-hM4 cells, ACh EC80, Fluo-8 calcium fluorescence; inhibition, % at 3 µM; 360,000 compounds, 0.73% hits;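 active = inhibition above its plate's cutoff, the mean inhibition of sample wells plus 3 SD, cut at about 27% in these data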;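 note: 0% = acetylcholine EC80 with DMSO and 100% = DMSO without agonist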
CHRM1 PAM – human CHRM1 positive allosteric modulation; P11229; CHO-K1 hM1, Fluo-8 calcium fluorescence, ACh EC20; 0% = ACh EC20, 100% = maximal ACh; activation, % at 3 µM; 360,000 compounds, 0.088% hits; in the data active = activation above about 19%, passing the limit was not always enough
Target sequence (P11229 whole entry, looked up): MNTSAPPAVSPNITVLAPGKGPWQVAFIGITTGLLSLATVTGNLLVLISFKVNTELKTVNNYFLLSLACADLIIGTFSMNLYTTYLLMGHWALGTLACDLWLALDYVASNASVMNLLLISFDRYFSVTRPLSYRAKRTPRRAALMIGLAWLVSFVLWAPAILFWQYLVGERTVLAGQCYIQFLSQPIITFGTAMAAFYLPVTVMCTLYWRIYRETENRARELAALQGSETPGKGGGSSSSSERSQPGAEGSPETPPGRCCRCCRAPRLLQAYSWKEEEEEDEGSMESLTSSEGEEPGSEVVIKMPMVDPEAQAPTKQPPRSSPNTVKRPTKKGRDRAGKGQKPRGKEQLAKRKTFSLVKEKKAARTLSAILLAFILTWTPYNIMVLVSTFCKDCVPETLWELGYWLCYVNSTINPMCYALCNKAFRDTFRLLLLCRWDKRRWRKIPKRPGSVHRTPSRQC
CHO-K1 Ca antag – nonselective inhibitor or artifact in parental CHO-K1 cells; ATP-induced calcium, Fluo-8 fluorescence; inhibition, % at 3 µM; 360,000 compounds, 0.6% hits;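 active = inhibition above a per-plate cutoff, the plate's mean sample inhibition plus 3 SD, cut at about 24% in these data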;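 note: 0% = DMSO plus EC80 ATP and 100% = DMSO alone without ATP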
M1 ag – agonists of human M1 muscarinic receptor; P11229; AID 588814; 360,000 compounds, 0.33% hits; CHO-K1 hM1, Fluo-8 calcium fluorescence, agonist mode; 0% DMSO, 100% acetylcholine EC100; activation, % at 3 µM;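 active = activation above the run's mean compound activation plus 3 SD, cut at about 16% in these data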;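 note: peak over basal fluorescence ratio within a 140 s kinetic read after compound addition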
M1 antag – antagonists of human M1 muscarinic receptor; CHO-K1 hM1, Fluo-8 calcium fluorescence, ACh EC80 antagonist; inhibition, % at 3 µM; 360,000 compounds, 1.3% hits; AID 588852;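 active = percent inhibition above its own plate's cutoff, namely the mean of that plate's compound wells plus 3 SD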;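 note: peak over basal fluorescence ratio during 140 s after agonist addition; 0% = ACh EC80 plus DMSO and 100% = DMSO alone without agonist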
The depositor's hits bear a star; / = not tested or not shown.

Values in the order – CHO-K1 Ca ag	OXTR potentiator	M4 ag	CHO parental Ca	M4 antag	CHRM1 PAM	CHO-K1 Ca antag	M1 ag	M1 antag
Cc1cc(C)cc(OCC(=O)NCc2nc(-c3ccccc3)no2)c1
→ 0.7	-11	2	-6	-6	0	-17	-7	-5
CC1CCCCC1NC(=O)CN1C(=O)c2cccc(N)c2C1=O (stereo not given)
→ 1.1	/	1	/	-2	12	-19	-2	-19
CCOC(=O)c1nn(-c2ccccc2)c(=O)cc1SC1CCCCC1
→ 0.9	-2	0	-17	-9	10	-26	-4	-10
CC1(C(=O)NS(=O)(=O)c2ccccc2Cl)CCN1C(=O)c1ccco1 (stereo not given)
→ -0.2	/	0	/	-3	13	7	-2	-22
CCOC(=O)N1CCN(CC(O)COc2c(OC)cccc2OC)CC1 (stereo not given)
→ 0.7	-12	0	-9	-8	6	-11	-5	-13
CCOC(=O)C1CCN(Cc2cnc(NC(=O)OC)s2)CC1
→ -0.2	5	0	-11	5	7	18	1	-2
Cc1ccccc1CC1(CO)CCCN(Cc2cn[nH]c2-c2ccccc2)C1 (stereo not given)
→ 0.0	0	1	-22	2	11	-8	-1	-1
CC(=O)NC1C(=O)N(CCc2ccccc2)c2ccc(Br)cc21 (stereo not given)
→ -0.1	/	-1	/	3	4	-9	-4	0
COc1cc(C=O)ccc1Oc1ccc(S(=O)(=O)N2CCOCC2)cc1[N+](=O)[O-]
→ 1.9	-1	4	-3	7	-4	-7	-1	4
Cc1ccccc1CSCC(=O)N1CCN(c2ccccc2)CC1
→ 1.5	-7	3	-13	-3	-8	0	-5	6
COC(=O)Cc1ccc(NC(=S)N2CCN(c3cccc(O)c3)CC2)cc1
→ 11	-10	11	-5	1	-8	0	3	9
CCOC(=O)Cc1csc(NC(=O)c2ccc([N+](=O)[O-])cc2[N+](=O)[O-])n1
→ 0.2	-1	0	5	-2	19	-5	0	-9
Cc1ccccc1S(=O)(=O)N1[C@@H](c2ccccc2)C(C(=O)O)=CC[C@H]1c1ccc(Cl)cc1
→ -0.5	-19	1	-20	5	7	-14	-8	-6
Cc1cc(C)n(CCCNC(=O)C2CCC(=O)N(CCc3ccc(Cl)cc3)C2)n1 (stereo not given)
→ 0.0	-4	1	-15	14	-1	8	-1	6
Cc1cccc(NC(=O)NC(=O)c2ccccc2)n1
→ 5.2	3	2	10	-12	2	-1	-2	8
CCc1ccccc1NC(=O)[C@@H]1CCC(=O)N1C1OC(=O)c2c1ccc(OC)c2OC (stereo not given in full)
→ 0.4	0	1	-9	4	-12	-1	-3	16
CC(C)c1ccc(CNc2nnnn2C)cc1
→ 0.8	6	-1	-9	6	-1	-12	-9	-10
Cc1ccc(SCCSc2ncccn2)cc1
→ 0.2	1	-2	3	0	1	-11	-5	-3
CC(=O)NCCC(=O)Nc1cc(S(=O)(=O)N2CCOCC2)ccc1N1CCOCC1
→ 1.3	-3	2	-4	-1	16	-18	-11	-8
COC(=O)[C@@H](NC(=O)NCc1ccccc1F)C(C)C
→ 0.0	0	2	-5	-2	9	-4	0	-19
CCOC(=O)CCc1c(C)c2ccc(OC(C)C(=O)OCC)c(C)c2oc1=O (stereo not given)
→ 6.1	-5	8	-6	-8	-6	-4	0	2
CC(=O)Nc1ccc(NC(=O)c2csc([C@H]3C[C@H](O)[C@@H](CO)O3)n2)cc1
→ 0.5	/	2	/	-25	14	-15	-2	-24
Cc1ccc(-c2nnc(Nc3ccc4c(c3)OCO4)c3ccccc23)cc1S(N)(=O)=O
→ 0.8	-10	4	-25	2	-1	-10	-2	-2
COc1ccc(NC(=O)[C@@H]2O[C@H](CO)[C@H](O)[C@H](O)[C@H]2O)cc1F
→ 1.0	/	0	/	7	2	-1	-2	4
COc1ccc(NC(=O)CN(C)C(=O)c2cccc(S(=O)(=O)N3CCN(c4ccccc4)CC3)c2)cc1
→ 1.4	-16	4	-1	3	-27	-4	-5	58*
O=S1(=O)C[C@@H](N2CCN(c3ccccn3)CC2)[C@H](COCc2ccccc2)N1
→ 0.3	/	1	/	-11	21	-3	-5	-30
COc1ccc(/C=N/n2cnnc2)cc1Cn1nc(C)c([N+](=O)[O-])c1C
→ 0.9	-10	1	10	0	6	-14	-11	-4
Cc1nc(NC(=O)c2cccnc2)ccc1Br
→ 1.3	-11	1	-12	-4	6	-4	-3	-7
c1ccc2c(c1)ncn2CCN1CCCCC1
→ 0.5	6	0	3	-11	4	-18	-6	-22
COc1ccc(Cn2c(=O)[nH]c3cc(C(=O)NCCCOC(C)C)ccc3c2=O)cc1
→ 0.9	3	0	-18	-11	2	-13	-2	0
Cc1cc(C)cc(NC(=O)C(C)N2C(=O)c3ccccc3C2=O)c1 (stereo not given)
→ 0.0	1	1	-5	-14	10	2	0	-10
O=C(NCC1CCCCC1)c1cccc(-c2ccc(O)cc2)c1
→ 3.0	-6	8	15	-29	4	-14	-3	-9
C=CCn1cc(/C=C/c2cc[n+](C)cc2)c2ccccc21
→ 7.1	0	2	0	-8	19	-4	-6	-31
Cc1ccc(S(=O)(=O)N2CCN(C)CC2)c2nsnc12
→ -0.2	-4	1	0	2	0	-8	-12	0
Cn1c2nc(=O)[nH]c(=O)c-2cc2ccccc21
→ 0.5	/	0	/	-9	6	-12	-1	-14
COc1cccc(CCC2C(=O)CCCC2=O)c1
→ 0.4	/	0	/	2	8	-5	0	-18
O=C(Nc1ccccc1F)C1CCN(S(=O)(=O)c2cccc3nonc23)CC1
→ 4.5	-9	3	-9	-2	10	-10	-3	-6
O=C(c1ccco1)N1CCN(C(=O)c2cc3ccccc3oc2=O)CC1
→ 2.2	-5	1	16	-8	12	-14	-2	-9
Cn1c(Cc2ccccc2)nnc1SCc1nc2ccccc2c(=O)[nH]1
→ 0.1	6	2	-6	-9	7	12	-13	-3
COc1ccc(NC(=O)CSCC(=O)N(C)Cc2cccc(OC)c2OC)cc1
→ -0.2	-1	0	-9	-15	1	26*	1	-15
COc1ccc(N2C(=NC(=O)C3CCCCC3)SC3CS(=O)(=O)CC32)c(OC)c1 (stereo not given)
→ 0.5	-6	2	-4	-9	-2	-8	-2	-1
Cc1ccc(NC(=O)c2cnn(C)c2)cc1[N+](=O)[O-]
→ 0.5	-5	1	-9	-2	5	-1	-5	-5
COc1ccc(S(=O)(=O)Nc2ccc3ccccc3c2)cc1C
→ 2.4	-10	1	-2	-5	-4	1	-3	6
CC(Cc1ccccn1)NC(=O)c1ccc(OC2CCN(CCc3ccccc3)CC2)cc1 (stereo not given)
→ 1.5	/	1	/	17	-12	-9	-5	12
COc1ccc(-c2ccc(SCC(=O)c3ccc(F)cc3)nn2)cc1OC
→ 2.2	-2	6	-3	-1	-1	-4	-4	-2
O=C(c1cncc(Br)c1)N1CCc2ccccc2C1
→ 0.9	-7	1	6	-2	2	-9	-5	-9
Cc1ccc(Cl)c(OCC(=O)OCC(=O)c2ccc[nH]2)c1
→ 0.4	-3	2	-12	-8	9	-13	-7	-13
COc1ccc(N(Cc2cc3cccc(C)c3[nH]c2=O)C(=O)C2CCCO2)cc1 (stereo not given)
→ 0.8	-3	1	-16	-1	2	-2	-4	-4
CCc1ccc(OCc2cnc(Cl)s2)cc1
→ 0.2	-9	0	8	-2	6	4	-2	-10
CC(C)[C@H](NC(=O)C1CCN(C(=O)[C@H](Cc2ccccc2)NC(=O)OC(C)(C)C)CC1)C(=O)O
→ -0.2	-2	0	15	-5	15	8	-2	-19
CC(C)(C)NC(=O)C(c1ccncc1)N(C(=O)C1CSC(=O)C1)c1ccccc1 (stereo not given)
→ 0.9	2	1	-21	-1	5	-17	-2	3
O=c1/c(=C/c2ccccn2)sc2nc3ccccc3n12
→ 1.0	0	0	1	11	3	1	-3	-9
CCCCNC1(C#N)CCN(Cc2ccccc2)CC1
→ 0.4	/	2	/	-3	3	-8	-2	-12
Cc1ccccc1N(CC(=O)NCc1ccncc1)S(C)(=O)=O
→ 0.6	-5	1	-8	-1	-1	-11	-4	5
Cc1c(CCCl)c(Cl)n2c(nc3ccccc32)c1C#N
→ 3.8	/	0	/	-4	4	-2	-3	-1
CCc1nnc(NC(=O)CCC(=O)NC2CCCCCCC2)s1
→ 1.1	-2	0	-17	9	11	-7	-2	-16
COc1ccc(C(=O)COC(=O)C2CCN(S(=O)(=O)c3cccc4cccnc34)CC2)cc1
→ 7.0	-14	13	3	-18	-7	-12	-1	2
CS(=O)(=O)N(CC(=O)Nc1ccccc1C(=O)NCCc1ccccc1)c1ccc2c(c1)OCCO2
→ 1.3	-11	1	-6	41*	2	-4	0	-1
COc1ccc(NC(=O)Nc2ccc(C)cc2OC(F)F)cc1OC
→ 2.3	-17	8	-6	-2	0	9	-1	6
C=C1CCC[C@]2(C)C[C@H]3OC(=O)C(CNCCN(C)C)[C@H]3CC12 (stereo not given in full)
→ 0.1	-3	0	-12	13	3	-8	-5	-8

Compound profiles, as listed above. Order of values: CHO-K1 Ca ag	OXTR potentiator	M4 ag	CHO parental Ca	M4 antag	CHRM1 PAM	CHO-K1 Ca antag	M1 ag	M1 antag
CC(C)(C)NC(=O)C(c1ccncc1)N(C(=O)C1CSC(=O)C1)c1ccccc1 (stereo not given) as listed: 0.9	2	1	-21	-1	5	-17	-2	3
Cc1c(CCCl)c(Cl)n2c(nc3ccccc32)c1C#N as listed: 3.8	/	0	/	-4	4	-2	-3	-1

(continued)
Values in the order – CHO-K1 Ca ag	OXTR potentiator	M4 ag	CHO parental Ca	M4 antag	CHRM1 PAM	CHO-K1 Ca antag	M1 ag	M1 antag
Cc1cc(C)c(NC(=O)C(C)(C)C)c(Cl)c1
→ -0.3	-3	0	-1	4	10	-3	-4	-9
Cn1c2c(c(=O)n(C)c1=O)C(CC(=O)Nc1ccccc1)C(=O)N2 (stereo not given)
→ -0.1	-7	0	-11	0	-1	21	-1	-1
Cc1ccc(C(CCN)c2ccco2)cc1 (stereo not given)
→ -0.3	-13	1	-8	-2	3	2	-3	0
CC(C)C1=CC(=NS(=O)(=O)c2cccc([N+](=O)[O-])c2)C=C(C(C)C)C1=O
→ 1.4	-12	0	-9	0	1	-7	-1	-8
COc1ccc(NC(=O)c2cc(-c3cc(C)cc(C)c3O)n[nH]2)cc1Cl
→ 5.5	-7	4	15	10	-7	21	-2	14
O=C1C[C@H](NC(=O)OCc2ccccc2)CO1
→ 0.3	-3	1	-9	4	-4	-4	-2	-6
Cc1cc(=O)[nH]c(SCC(=O)Nc2cccc(C(F)(F)F)c2)n1
→ 1.3	-5	2	-11	-2	5	5	1	-10
O=C(Nc1sc2c(c1C(=O)O)CCC2)c1ccccc1Cl
→ 1.1	-6	1	1	1	13	-6	-4	-19
O=C(O)CC(C(=O)Nc1cccc(C(F)(F)F)c1)C1CCCO1 (stereo not given)
→ 0.5	-5	0	9	-1	-2	-10	-2	6
O=C(NCc1ccco1)c1ccc2c(c1)S(=O)(=O)c1ccccc1C2=O
→ 1.1	-2	8	-11	-10	-3	-8	-5	3
O=C(Cn1cnc([N+](=O)[O-])n1)NC1CC1
→ 0.7	-3	0	13	4	6	-16	-2	-6
O=C(NCc1ccc(Cl)cc1)c1ccc2c(=O)n(CC3CCCO3)c(=S)[nH]c2c1 (stereo not given)
→ 0.8	5	1	-22	-14	18	-10	0	-16
